Lipid storage S3: qHTS Assay for Lipid Storage Modulators in Drosophila S3 Cells. Drosophila S3 cells, BODIPY lipid droplet fluorescence, 18-24 h; cells fed with added oleic acid. Potency in µM for hits, for the others lipid storage change, negative = inhibition, % at the top dose, mostly 46.1 µM. 0.64% of 320,000 active; active = well fitted inhibition curve with a large enough effect in the signal ratio, with a control signal flat, not every such curve was filed as active; inconclusive = small, poorly fitted or top-dose-only effect, or effect the other way, or a change in a side signal; the % refers to the signal ratio
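Laser-scanning cytometry quantifies lipid droplet accumulation (500–530 nm total intensity; droplet/cell object ratio) in oleic acid-fed (400 uM added) Drosophila S3 cells treated with a concentration series. 20 uM Triacsin C defined 100% inhibition.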
Lipid storage S3 cell count max: further read-out of Lipid storage S3, marked with its call; cell number change, %; measured here: cell count max response;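 cells counted by Cell Tracker Red CMTPX staining in the red channel; peak over a dose series mostly up to 46.1 µM; percent activity relative to internal control wells on each plate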
The depositor's hits bear a star; i = inactive; ? = inconclusive; . = no result given. % is scaled to controls: 0 for no effect and ±100 for the full control effect; potency is read from the fitted curve at half-maximal effect. The list is partial; rates above refer to the full screens.

SMILES | Lipid storage S3 | Lipid storage S3 cell count max
COc1ccc2c(c1OC)C(=O)OC2Nc1ccccc1S(=O)(=O)C(F)F (configuration not stated) | -0.6% | 7.7
CCN1CCc2c(OCc3ccccc3)cccc2C1=O | 0.1% | -0.1
CCCOc1ccc(NC(=O)CC2C(=O)N(C)C(=S)N2Cc2ccc3c(c2)OCO3)cc1 (configuration not stated) | ? | .
O=C(O)CNC(=O)C(CS)Cc1ccccc1 (configuration not stated) | -18.4% | -12.1
CCCOc1ccccc1NC(=O)c1ccc(N)cc1 | ? | .
CCn1cc(C(=O)N[C@@H](CCSC)C(=O)NC(C)(C)CO)c(=O)c2cc3c(cc21)OCO3 | ? | .
O=C(O)c1cn(C2CCCCC2)c2ccccc2c1=O | 5.3% | 21.5
CCC(C(=O)NCCc1c[nH]c2cc(OC)ccc12)c1ccccc1 (configuration not stated) | ? | .
Cc1ccc(C2N3CC4([N+](=O)[O-])CN2CC([N+](=O)[O-])(C3)C4(C)C)cc1 (configuration not stated) | ? | .
O=c1cc(O)c(-c2ccccc2)c(Cl)[nH]1 | i | .
COc1cc(Cl)ccc1NC(=S)N(CCN(C)C)C(C)c1ccncc1 (configuration not stated) | 10.9% | 1.2
C[C@]12CCC[C@H](O1)[C@H]([C@@H](O)c1ccccc1)O2 | ? | .
CCCCOc1cccc(/C=N/NC(=O)c2csc(C)c2C)c1 | ? | .
COc1ccc(Cn2c(=O)[nH]c3cc(C(=O)N4CCN(c5ccc(C(C)=O)cc5)CC4)ccc3c2=O)cc1 | ? | .
NS(=O)(=O)c1ccc(CCNCc2cc(Br)ccc2OCc2ccccc2F)cc1 | ? | .
CCCCNC(=S)NNC(=O)c1c(C)nc2ccccn12 | ? | .
CS(=O)(=O)Nc1ccc(C(=O)N2CCN(c3ccccc3F)CC2)cc1 | i | .
CSc1nc(-c2ccc(F)cc2)cc(=O)[nH]1 | -3.1% | -14.1
CCOC(=O)Nc1ccc2c(c1)N(C(=O)N1CCN(C)CC1)c1ccccc1CC2 | ? | .
COc1ccc(C(c2c(O)nc(SC)n(C)c2=O)c2c(O)nc(SC)n(C)c2=O)cc1O | ? | .
N#Cc1c(N)nc(N)nc1Nc1ccc(Br)cc1 | ? | .
Cc1cc(Oc2ccccc2)nc(OCC#N)n1 | i | .
O=C(O)CCc1ccc(-c2ccc(Br)cc2)n1-c1cccc(O)c1 | i | -0.7
Cc1ccc(S(=O)(=O)NCCC(=O)NCCCSc2ccccc2)cc1 | 16.4µM* | -14.6*
O=C1c2ccccc2NC(c2ccccn2)N1c1ccc(Cl)cc1 (configuration not stated) | ? | .

The list goes on (2 carried over from the part before).
SMILES | Lipid storage S3 | Lipid storage S3 cell count max
Cc1ccc(S(=O)(=O)NCCC(=O)NCCCSc2ccccc2)cc1 | 16.4µM* | -14.6*
O=C1c2ccccc2NC(c2ccccn2)N1c1ccc(Cl)cc1 (configuration not stated) | ? | .
COc1ccccc1C(=O)NCCC(=O)N1CCN(S(=O)(=O)c2cccc(Cl)c2)CC1 | ? | .
O=[N+]([O-])c1cc(Br)c2nsnc2c1N1CCOCC1 | ? | .
CCCCCn1c(N(C)Cc2ccccc2)nc2c1c(=O)[nH]c(=O)n2C | i | .
O=C(NCCCn1ccnc1)c1cc(C(=O)C2CCCCC2)c[nH]1 | 9.4% | -20.1
C[C@H](NC(=O)c1cc2cc(Cl)ccc2n1C)C(=O)N[C@@H](C(=O)O)c1ccccc1 | i | .
Cc1noc(C)c1S(=O)(=O)NCCCN1CCN(Cc2ccccc2)CC1 | ? | .
COc1ccc(OC)c(CN2CCN(C(=O)c3ccc(S(=O)(=O)Nc4ccccc4F)cc3)CC2)c1 | 13µM* | -20.6*
CCOC(=O)c1ccc(N2C(=O)CC(Sc3nc(C)cc(C)n3)C2=O)cc1 (configuration not stated) | ? | .
COc1ccc(Nc2nnc(Cc3ccncc3)c3ccccc23)c(OC)c1 | 20.7% | 5.5
O=C1NCCCCC1NS(=O)(=O)c1ccc(Cl)cc1 (configuration not stated) | 10.1% | .
COC(c1ccccc1)c1nnc(CCC(=O)N2CCN(CCOc3ccccc3)CC2)o1 (configuration not stated) | -3.7% | 5.5
Cc1sc(NC(=O)C2CC(Cl)=CCC2C(=O)O)c(C#N)c1C (configuration not stated) | i | .
Cc1ccc(S(=O)(=O)N2CCN(C(=O)COC(=O)CCOc3ccc(C(C)(C)C)cc3)CC2)cc1 | ? | .
Oc1ccccc1Oc1ncc(Br)c(Cl)n1 | 12.3% | 10.9
Cc1ccc(S(=O)(=O)N2CCOCC2)cc1C(=O)OC1CCOC1=O (configuration not stated) | ? | .
COc1cc(CNCCc2c[nH]c3ccccc23)ccc1OCc1ccc(F)cc1 | ? | .
Cc1c(NCc2nc3ccccc3[nH]2)c(=O)n(-c2ccccc2)n1C | 19.5% | 15.6
COc1cc(/C=N/Nc2ncc(C(F)(F)F)cc2Cl)cc(OC)c1O | ? | .
O=C(Nc1ccon1)Nc1cccc(Cl)c1Cl | 0.7% | 6.9
CN1C(=O)CC(N2CCN(CC(N)=O)CC2)C1=O (configuration not stated) | 8.5% | 4.8
COc1ccc(CNC(=O)Cn2nnc(-c3ccc(NC(=O)C4CCCCC4)cc3)n2)cc1 | ? | .
Cc1ccc(NC(=O)c2c([N+](=O)[O-])cnn2C)cc1C | ? | .
CCCCN(C(=O)C1CC(=O)N(c2ccc(OC)cc2OC)C1)c1c(N)n(CC(C)C)c(=O)[nH]c1=O (configuration not stated) | 13.1% | .
O=C(NC1CCCCNC1=O)c1ccco1 (configuration not stated) | ? | .
COc1ccc(OC)c(CN2CCN(C(=O)c3ccco3)CC2)c1 | ? | .
Next records:
SMILES | Lipid storage S3 | Lipid storage S3 cell count max
COCc1nnc(NC(=O)CSc2ccc(C)cc2)s1 | ? | .
CC(C)Cc1nnc(NC(=O)c2cc3c(s2)CCC3)s1 | 6.7% | 6.4
CCOC(=O)c1oc2ccc(/C=N/O)c(Cl)c2c1C | ? | .
N/C(Cc1cccc2ccccc12)=N\O | ? | .
CCOC(=O)c1sc(C)c2c(=O)n(CC)nnc12 | ? | .
CCNC(=O)/C=C1\NC(C)(C)Cc2c1ccc1ccccc21 | ? | .
CNC(=S)N1CCN=C1Nc1nc(C)cc(C)n1 | i | .
CC(=O)c1c(COC(=O)c2ccccc2)nc2ccccc2[n+]1[O-] | 5.0% | -8.3
O=S(=O)(NC1=NCCCCC1)c1ccc(Cl)cc1 | ? | .
CCN1C(=O)c2cccc3c(S(=O)(=O)NCc4ccco4)ccc1c23 | -10.4% | .
CN(Cc1cccc(Cl)c1)C(=O)C1CCN(C(=O)Nc2ccccc2)CC1 | ? | .
CCCCNC(=O)CCC(=O)N1CCN(C(c2ccccc2)c2ccccc2)CC1 | 14.3% | -1.3
O=C(COC(=O)C1CC1)Nc1ccc2[nH]c(=O)[nH]c2c1 | ? | .
O=C(Nc1ccccc1C(=O)Nc1ccccc1C(=O)O)c1ccccc1 | ? | .
CC(C)Sc1nc2c(c(=O)[nH]c(=O)n2C)n1CC(O)COc1ccccc1 (configuration not stated) | 4.2% | -0.5
CCC(c1nnnn1Cc1ccc2c(c1)OCO2)N1CCN(c2ccc(OC)cc2)CC1 (configuration not stated) | ? | .
CN1CCN(C(=O)c2cc(COc3ccc(F)cc3Cl)on2)CC1c1ccccc1 (configuration not stated) | i | .
COC(=O)CN1C(=O)N/C(=C/c2cc(Cl)c(OC)c(OC)c2)C1=O | ? | .
Cc1ncc([N+](=O)[O-])n1CCOC(=O)c1ccccc1 | 8.3% | 2.0
O=C(Nc1nc(-c2ccccn2)cs1)C1COc2ccccc2O1 (configuration not stated) | ? | .
Clc1ccc2oc(-c3ccccn3)nc2c1 | i | -4.6
O=C(NC(=S)N1CCN(C2CCCCC2)CC1)c1ccccc1 | ? | .
O=C(CSc1nc2ccccc2c(=O)n1CCCN1CCOCC1)Nc1cccc(S(=O)(=O)N2CCCCCC2)c1 | ? | .
Cc1nc2ccccc2c2c1C(=O)N(C(C)C)C2=O | i | 7.0
COCCOC(=O)c1c(C)oc2cc(Br)c(OCC(N)=O)cc12 | ? | .

Seven entries from above, sorted by formula weight, highest first.
SMILES | Lipid storage S3 | Lipid storage S3 cell count max
CN(Cc1cccc(Cl)c1)C(=O)C1CCN(C(=O)Nc2ccccc2)CC1 | ? | .
O=C(Nc1ccccc1C(=O)Nc1ccccc1C(=O)O)c1ccccc1 | ? | .
CCN1C(=O)c2cccc3c(S(=O)(=O)NCc4ccco4)ccc1c23 | -10.4% | .
COC(=O)CN1C(=O)N/C(=C/c2cc(Cl)c(OC)c(OC)c2)C1=O | ? | .
COCc1nnc(NC(=O)CSc2ccc(C)cc2)s1 | ? | .
CCOC(=O)c1oc2ccc(/C=N/O)c(Cl)c2c1C | ? | .
CNC(=S)N1CCN=C1Nc1nc(C)cc(C)n1 | i | .

Carrying on.
SMILES | Lipid storage S3 | Lipid storage S3 cell count max
CC(C)c1ccc(-c2nnn(Cc3nc4ccccc4s3)n2)cc1 | ? | .
O=c1[nH]c(-c2ccc(F)cc2)nc2c1sc(=S)n2-c1ccccc1 | 6.8% | -2.5
O=C(Nc1cccnc1)c1ccc(Oc2ccccc2)cc1 | i | .
Cc1ccc(Cl)cc1N1CCN(S(=O)(=O)c2c(C)[nH]c(C)c2C(=O)N2CCCCC2)CC1 | -23.5% | -1.5
Cc1cccc(C)c1NCC(=O)N1CCN(Cc2ccccc2)CC1 | ? | .
CCN(CC)CCSc1nc(O)c(Cc2ccccc2)c(=O)n1-c1ccccc1 | 4.9% | -4.1
COc1cc(C(=O)N(Cc2cccc(Cl)c2)C2CCS(=O)(=O)C2)cc(OC)c1OC (configuration not stated) | i | .
COCCn1nnnc1CN1CCC(C)CC1 | 5.3% | 3.4
CC1CCCCN1S(=O)(=O)c1ccc([N+](=O)[O-])cc1 (configuration not stated) | i | -10.2
C#CCNC(=O)C1=C[C@H](c2ccc(Br)cc2)C[C@H](OCc2ccc(CO)cc2)O1 | 6.9% | -15.3
CC1CC(OCC(O)CN2CCOCC2)CC(C)(C)C1 (configuration not stated) | ? | .
CCc1nc(SC)[nH]c(=O)c1C | 12.4% | 2.4
COc1cc2cc(C(=O)O)[nH]c2c(OC)c1OC | ? | .
CC(=O)N1CCN(C(=O)CNC(=O)c2cccs2)CC1 | ? | .
COc1ccc(N2C(=O)CC(Sc3n[nH]c(-c4ccccc4)n3)C2=O)cc1 (configuration not stated) | 1.5% | 15.6
COc1cc2[nH]c(C(=O)N3CCN(C)CC3)cc2c(OC)c1OC | 11.3% | 7.7
CCN(CC)c1ccc(/C=N/n2c(=S)[nH]nc(C)c2=O)cc1 | ? | .
Cc1cc(F)ccc1NC(=O)C1CCN(S(=O)(=O)c2ccc3c(c2)CCCC(=O)N3)CC1 | ? | .
CC(=O)OCC1=C(C(=O)O)N2C(=O)C(NC(=O)COc3ccc(F)cc3)C2SC1 (configuration not stated) | ? | .
CCOC(=O)N1CCC(N2C(=O)c3ccccc3C2Nc2c(C)cccc2C)CC1 (configuration not stated) | ? | .
CC(C)C(NC(=O)c1ccco1)C(=O)NC1CCCCCC1 (configuration not stated) | ? | .
CCc1ccccc1NS(=O)(=O)c1ccc2c(c1)NC(=O)CC(=O)N2 | 2.8% | 5.8
CSCc1nnc(NC(=O)c2ccc(S(=O)(=O)N(CC(C)C)CC(C)C)cc2)o1 | -11.8% | .
Cc1cc(C)cc(NC(=O)C(=O)NCCCN2CCOCC2)c1 | ? | .
Cc1ccc(S(=O)(=O)Nc2ccccc2N(C)S(=O)(=O)c2ccc(C)cc2)cc1 | 9.1% | 6.3

Compound profiles (already shown). Screens in order: Lipid storage S3 | Lipid storage S3 cell count max
Shown for `O=C(Nc1cccnc1)c1ccc(Oc2ccccc2)cc1` = i | .
Shown for `CCN(CC)CCSc1nc(O)c(Cc2ccccc2)c(=O)n1-c1ccccc1` = 4.9% | -4.1

An excerpt of these results, with two lines to a compound:
Each structure is followed by: Lipid storage S3	Lipid storage S3 cell count max
COCCn1nnnc1CN1CCC(C)CC1
  5.3%	3.4
O=C(Nc1cccnc1)c1ccc(Oc2ccccc2)cc1
  i	.

(list continues)
SMILES | Lipid storage S3 | Lipid storage S3 cell count max
COc1ccccc1N1CCN(C(=O)CSc2nc(C)cc(=O)[nH]2)CC1 | ? | .
COc1ccc(CCNC(=O)CCC(=O)N2CC(C)Oc3ccccc32)cc1OC (configuration not stated) | ? | .
CCn1cc(C(=O)NC2CCCCC2)c(=O)c2cc(S(=O)(=O)N(C)C)ccc21 | ? | .
CC(CN1CCCCC1)NC(=O)c1cc(-c2ccccn2)nc2ccc(Cl)cc12 (configuration not stated) | ? | .
CCCCN(C(=O)c1ccco1)c1nnc(-c2cc(OC)c(OC)c(OC)c2)s1 | ? | .
CC(C)(C)c1ccc(C(=O)NC(=S)NCc2ccco2)cc1 | ? | .
COc1ccc(OCCOC(=O)CNC(=O)c2ccc(C)cc2)cc1 | i | -16.4
O=C(O)c1cccc(NC(=O)c2cn(-c3ccccc3)nc2-c2ccc([N+](=O)[O-])cc2)c1 | i | -16.0
O=C1CCCc2c1nn(-c1ccccc1)[n+]2[O-] | -26.3% | -8.0
CSCCC(NC(=O)c1ccccc1)c1nc(-c2ccccc2)no1 (configuration not stated) | 23.6% | -17.3
COc1ccc(-c2csc(NC(=O)CCS(=O)(=O)c3ccccc3)n2)c(OC)c1 | -4.8% | .
O=[N+]([O-])c1cc(C(F)(F)F)ccc1NCCc1ccncc1 | 0.6% | -10.6
O=C(CCS(=O)(=O)c1ccccc1)Nc1nnc(-c2ccco2)o1 | ? | .
Cc1c(C(=O)C(=O)N2CC=C(c3ccccc3)CC2)c2ccccc2n1C | -4.8% | 1.1
COc1ccc(OC)c(/C=N/NC(=O)C(=O)NCc2cccnc2)c1 | 6.9% | 9.3
